Screening results: PubChem BioAssay, National Center for Advancing Translational Sciences (NCATS)
A549 tox = kills or reduces viability of A549 cells in Nrf2 counter-screen | 390,000 tested, 0.16% active | Potency, µM (doses to about 46 µM), inactives show at the highest dose activity change, negative = cytotoxicity, usual class: inhibitors | AID 504648 | A549 ARE-Fluc cells, CellTiter-Fluor viability, 18-24 h; also: potency is read from the fitted curve at half-maximal effect; % is scaled to controls: 0 for no effect and ±100 for the full control effect
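A549 ARE-Fluc cells in 5% FBS OPTI-MEM, 5000 cells/well, rested 2 h then exposed to compounds in concentration-response for 18-24 h at 37 °C. Viability by CellTiter-Fluor fluorescence (Ex 405/Em 525) after 30 min; luciferase luminescence (BugLite, 15 min, RT) read afterwards.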
IL1B secr inh = inflammasome signaling inhibition, IL-1 beta readout; THP-1 LPS/ATP IL-1B secretion, AlphaLISA, 16 h; stronger effect = lower value; activity change, % at 57.5 µM; 360,000 tested, 4.7% active; AID 743279; in the data active = activity change below about -50%; inconclusive = mostly about -30% to -49%; also: % is scaled to controls: 0 for no effect and ±100 for the full control effect
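Secreted IL-1B measured by AlphaLISA bead assay after 16 h compound exposure of THP-1 cells; compounds (final up to 57.5 uM) added 1 h before LPS (250 ng/mL) and ATP (1.25 mM) stimulation; lower signal means less secretion.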
TGFb inhibitor = blocks TGF-b signaling; HepG2 CAGA-GFP TGF-b/SMAD3 reporter, GFP fluorescence, 18 h; TGF-beta stimulated, 500 pg/mL final; AID 588855; 410,000 tested, 1.2% active; Potency, µM (doses to about 46.1 µM), for the others: top-dose activity, negative = inhibition, most hits filed as inhibitors; also: potency is read from the fitted curve at half-maximal effect; % is scaled to controls: 0 for no effect and ±100 for the full control effect; nearly all actives have a fitted effect of over 65% in size
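HEPG2 CAGA-GFP reporter cells (1000/well, DMEM with 1% FBS) received compounds, then recombinant TGF-beta at 500 pg/mL final for 18 hours at 37 degrees C. Per-cell GFP summed per well was normalised to unstimulated and stimulated DMSO controls before curve fitting.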
ATXN2 expr inh = ATXN2 expression inhibition; HEK-293 ATXN2-luciferase reporter, luminescence, 24 h; Potency, µM (titrated, usually from 57 µM), without a hit: at the highest dose activity change, negative = inhibition, hits mostly inhibitors; 360,000 tested, 0.72% active; AID 1745845; also: potency is read from the fitted curve at half-maximal effect; % is scaled to controls: 0 for no effect and ±100 for the full control effect; nearly all actives have a fitted effect of over 55% in size
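qHTS (up to 57 uM final) was run with 24 h compound exposure of reporter cells at 37 °C. Each well was multiplexed: SteadyGlo luminescence measured ATXN2-luciferase expression after a fluorogenic Gly-Phe-AFC viability readout (25 uM final).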
Nrf2 ARE act = Nrf2 pathway activation; AREc32 ARE-luciferase reporter (MCF7-derived line), luminescence, 24 h; Potency, µM (doses to about 46.1 µM), for the others: top-dose activation, most hits filed as activators; 410,000 tested, 0.31% active; also: potency is read from the fitted curve at half-maximal effect; % of control where 0% means no effect; nearly all actives have a fitted effect of over 65% in size
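Each well held 1000 AREc32 cells, which were incubated with compound for 24 hr at 37 deg C after overnight attachment, and ARE reporter activity was quantified by firefly luciferase luminescence.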
MCF10A rerep = inducers of DNA re-replication in MCF 10A breast cells; MCF 10A DNA re-replication, Hoechst nuclear intensity, 48 h; AID 624296; 350,000 tested, 2.9% active; Potency, µM (top dose mostly 46.1 µM), for the others: top-dose activity, positive = re-replication, usual class: activators; also: potency is read from the fitted curve at half-maximal effect; % of control where 0% means no effect; nearly all actives have a fitted effect of over 50% in size
HepG2 viability = counter-screen for TGF-b inhibitors: cytotoxicity in HepG2 cells | HepG2 CAGA-GFP viability, ATP luminescence, 18 h | Potency, µM (doses to about 46.1 µM), inactives show top-dose activity change, negative = cytotoxicity, most hits filed as cytotoxic | 410,000 tested, 0.76% active; also: potency is read from the fitted curve at half-maximal effect; some results filed as inactive show a strong effect at the top dose
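HepG2 CAGA-GFP cells (1000/well, DMEM with 1% FBS) received compound, then TGF-beta at 500 pg/mL final, and were incubated 18 hours at 37 degrees C. Viability was read by CellTiter-Glo luminescence. Media-only wells were set as complete cell-killing and DMSO as no toxicity.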
S2 tox = reduces viability in counter-screen for ATXN expression inhibitors | S2 cells (HEK-293 line with an ATXN2-luciferase reporter) viability, CellTiter-Fluor protease fluorescence, 24 h | Potency, µM (highest dose often 56.7 µM), actives largely listed as cytotoxic | 400,000 tested, 0.49% active; also: potency is read from the fitted curve at half-maximal effect; nearly all actives have a fitted effect of over 40% in size
Nrf2 block = Nrf2 pathway inhibition | A549 ARE-Fluc reporter, luciferase luminescence, 18-24 h | 360,000 tested, 2.1% active | AID 504444 | Potency, µM (series often up to 46 µM), for the others: at the highest dose activity change, negative = inhibition, most hits filed as inhibitors; also: potency is read from the fitted curve at half-maximal effect; % is scaled to controls: 0 for no effect and ±100 for the full control effect; nearly all actives have a fitted effect of over 60% in size
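Concentration-response testing used A549 ARE_Fluc cells at 5000 cells/well. Following an 18-24 h compound incubation, viability was read by fluorescence (Ex 405/Em 525) and luciferase output by luminescence.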
Starred values were filed as active, the others as inactive; i = inactive; ? = inconclusive; . = no result given; & = joins results of further samples; [ ] = dose if it differs, or a comment. Unless noted, calls follow the shape of the dose curve; as a rule, active = well fitted curve in the direction sought with a large enough effect; inconclusive = small, poorly fitted or top-dose-only effect, or another doubt; inactive = no such curve, though single readings can be large; an effect the other way counts as inactive or inconclusive.

The line under a structure holds: Nrf2 ARE act | Nrf2 block | S2 tox | HepG2 viability | MCF10A rerep | TGFb inhibitor | A549 tox | IL1B secr inh | ATXN2 expr inh
CC[C@H]1C(O)C[C@H]2CCN3C(=O)CCC[C@H]1[C@H]23 (stereo not given in full)
→ -0.9% | 6% | i | 1% | 14% | -11% | 2% | 40 | 1%
CCCC(=O)NC(Nc1c(C)n(C)n(-c2ccccc2)c1=O)C(Cl)(Cl)Cl (stereo not given)
→ -0.7% | 12% | i | -3% | -5% | -4% | -7% | 0 | .
COc1c(C(=O)Nc2ccccc2N2CCOCC2)cc2ccccc2c1Br
→ 0.1% | ? | i | -1% | ? | ? | 4% | -10 | -21%
CC(C)(CO)NC(=O)CCCOc1ccc(Cl)cc1Cl
→ 0.6% | . | i | 6% | -18% | 1% | -5% | -10 | 49%[activator]
Cc1ccc(S(=O)(=O)N2CCC(C(=O)OC(C)C(=O)NC3CCCCC3C)CC2)cc1C (stereo not given)
→ -0.7% | ? | i | -19% | 3% | -14% | 0% | 10 | -16%
N#Cc1c(SCC(N)=O)nsc1SCc1ccccc1Cl
→ ? | ? | i | -4% | 20% | -11% | 2% | 10 | 4%
CCc1nn(CC(=O)NCc2cccc(OC)c2)c(=O)c2cc3cc(F)ccc3n12
→ -0.1% | ? | ? | -22% | . | -9% | -5% | . | 3%
O=C1c2ccccc2-c2cc(Br)ccc2NC1O (stereo not given)
→ 3.5% | . | i | 4% | . | -2% | . | 1 | .
Cc1ccccc1Nc1c(-c2ccc(N3CCOCC3)cc2)nc2ccc(Br)cn12
→ 4.3% | 3% | i | -11% | . | 0% | -1% | . | 9%
CC(=C1SC(=S)NC1=O)c1ccccc1
→ 0.5% | -2% | i | 2% | 10% | -24% | 0% | 4 | 11%
C=CCn1c(SCC(=O)N2CCOCC2)nc2sc3c(c2c1=O)CCCC3
→ 0.2% | ? | i | -56% | 21% | -10% | -3% | -77* | -17%
O=C(OCC(=O)N1CCC(Cc2ccccc2)CC1)c1cncc(Br)c1
→ 2.6% | -4% | i | -4% | 0% | -5% | 1% | 0 | 4%
c1cncc(C2SCCCS2)c1
→ -1.0% | . | i | -12% | . | 0% | . | 37 | .
C#CCOCCOCCOCCNc1nc(N2CCN(C(=O)[C@H](CCCCN)n3cc([C@@H](N)C(C)CC)nn3)CC2)nc(N2CCN(C(=O)[C@H](Cc3ccc(O)cc3)n3cc([C@@H](N)C(C)CC)nn3)CC2)n1 (stereo not given in full)
→ 0.4% | 4% | i | 2% | 1% | 9% | -8% | 19 | 6%
COc1cccc(S(=O)(=O)N2CCN(Cc3ccc4c(c3)OCO4)CC2)c1
→ -1.5%&-0.5% | -6%&-1% | ? | -4%&-5% | 2% | 1%&-13% | 1%&0% | 0 | -10%&-11%

Whole records, quoted from the list. Order of values: Nrf2 ARE act | Nrf2 block | S2 tox | HepG2 viability | MCF10A rerep | TGFb inhibitor | A549 tox | IL1B secr inh | ATXN2 expr inh
Listed for CC(=C1SC(=S)NC1=O)c1ccccc1 = 0.5% | -2% | i | 2% | 10% | -24% | 0% | 4 | 11%
Listed for Cc1ccccc1Nc1c(-c2ccc(N3CCOCC3)cc2)nc2ccc(Br)cn12 = 4.3% | 3% | i | -11% | . | 0% | -1% | . | 9%
Listed for CCc1nn(CC(=O)NCc2cccc(OC)c2)c(=O)c2cc3cc(F)ccc3n12 = -0.1% | ? | ? | -22% | . | -9% | -5% | . | 3%
Listed for O=C1c2ccccc2-c2cc(Br)ccc2NC1O (stereo not given) = 3.5% | . | i | 4% | . | -2% | . | 1 | .
Listed for COc1c(C(=O)Nc2ccccc2N2CCOCC2)cc2ccccc2c1Br = 0.1% | ? | i | -1% | ? | ? | 4% | -10 | -21%

Limited to TGFb inhibitor, S2 tox and IL1B secr inh (three entries from above):
mol | TGFb inhibitor | S2 tox | IL1B secr inh
O=C1c2ccccc2-c2cc(Br)ccc2NC1O (stereo not given) | -2% | i | 1
Cc1ccccc1Nc1c(-c2ccc(N3CCOCC3)cc2)nc2ccc(Br)cn12 | 0% | i | .
CC(=C1SC(=S)NC1=O)c1ccccc1 | -24% | i | 4

More structures follow:
The line under a structure holds: Nrf2 ARE act | Nrf2 block | S2 tox | HepG2 viability | MCF10A rerep | TGFb inhibitor | A549 tox | IL1B secr inh | ATXN2 expr inh
COc1cc(NC2c3ncccc3C(=O)N2Cc2ccco2)cc(OC)c1OC (stereo not given)
→ 2.0% | -11% | i | 35% | 4% | 17% | 11% | 1 | -5%
O=C(NCCN1CCN(C(=O)c2cccc(OC(F)F)c2)CC1)c1cccc(OC(F)F)c1
→ -0.4% | 0% | i | -2% | ? | -10% | -2% | 21 | -10%
CC(C)n1c(-c2cccnc2)nc2cnccc21
→ 0.2% | -26% | i | 1% | 11% | 5% | 2% | 30 | 6%
Cc1cc(NC(=O)c2cncc(Br)c2)ccc1NC(=O)c1cc2ccccc2o1
→ -0.1% | 13µM* | 16µM* | -24% | 2.9µM* | -14% | ? | ? | ?
Clc1ccc(-c2nnc(-c3ccccc3)o2)c(Cl)c1
→ 5.2% | ? | ? | 10% | 17% | -2% | -1% | 5 | 26%
Cc1cc(C)c(C(=O)CC(=O)c2ccccc2Cl)c(O)c1
→ 2.2% | -23% | ? | -23% | ? | ? | -21% | -6 | ?
CCOC(=O)c1c(C)[nH]c(C)c1S(=O)(=O)N1CCCC(C(=O)Nc2ccc(OC)c(OC)c2)C1 (stereo not given)
→ 0.5% | . | i | -15% | . | -1% | 7% | . | 9%
COC(=O)Nc1sccc1C(=O)Nc1sccc1C(=O)OC
→ -0.9% | . | i | -17% | ? | 11% | 0% | -10 | ?
COCCn1c(SCC(=O)c2c(N)n(C)c(=O)n(C)c2=O)nc2ccccc21
→ -0.9% | ? | i | -14% | 4% | -1% | 1% | 20 | -25%
Cc1c(Cl)c([N+](=O)[O-])nn1CC(=O)NC(C)c1ccccc1 (stereo not given)
→ 0.6% | -8% | i | -8% | -6% | -6% | -2% | -7 | .
CCc1nnc(NC(=O)CSc2nc(-c3ccccc3)cc(-c3ccc(OC)cc3)c2C#N)s1
→ -0.2% | -15% | ? | 25% | ? | 2% | -2% | 7 | -21%
CC1CCCN(C(=O)CCNS(=O)(=O)c2ccc3c(c2)c(=O)n(C)c(=O)n3C)C1 (stereo not given)
→ -0.7% | 0% | i | 2% | -2% | 9% | 9% | -18 | 0%
CCOC(CNC(=O)c1ccc2c(c1)ncn2-c1cccc(F)c1)OCC
→ 0.3% | 12% | i | 2% | -2% | -16% | -4% | 23 | 26%
COCCN1CCC(CNCc2c(C(=O)N3CCCCC3)nc3c(C)cccn23)C1 (stereo not given)
→ 0.0% | -2% | i | 4% | -2% | 10% | -1% | -3 | .
CCN(c1ccccc1)S(=O)(=O)c1ccc(C(=O)Nc2nnc(C3CC3)o2)cc1
→ -0.2% | 12µM* | i | -16% | 1% | -9% | ? | 80 | -26%[11.3 µM]
CC(CC(=O)O)CC(=O)Nc1nncs1 (stereo not given)
→ 0.1% | -1% | i | 5% | -9% | 3% | 1% | -8 | 19%
CCC(Cc1ccccc1)NS(=O)(=O)c1csc(C(N)=O)c1 (stereo not given)
→ 0.1% | -8% | i | 3% | ? | 17% | 0% | 10 | -1%
O=C(NCc1ccc2c(c1)CCN2C(=O)c1ccncc1)c1ccccc1Br
→ -0.4% | . | . | -22% | . | -20% | -10% | . | .
CC(C)(C)n1nnnc1C(c1ccccc1)N1CCN(c2ncc(C(F)(F)F)cc2Cl)CC1 (stereo not given)
→ 5.9% | . | ? | . | . | . | . | 1 | 14%
CC1C(=O)NN=C1C(=O)N/N=C/c1ccco1 (stereo not given)
→ 0.4% | -20% | i | -3% | -6% | 3% | -11% | 0 | 2%
Cc1ccc(Cn2cc(CN3CC(N4CCSCC4)CS3(=O)=O)nn2)cc1 (stereo not given)
→ -0.8% | . | i | . | . | . | . | -4 | 4%
COC(=O)/C=C/CSC1=N/C(=C/c2ccc(-n3cncn3)cc2)C(=O)N1
→ -0.4% | -13% | i | -2% | -1% | ? | -10% | ? | -5%
CCOc1ccc(C(=O)NCC(=O)NCC(c2ccc(OC)cc2)N2CCOCC2)cc1OCC (stereo not given)
→ -0.2% | 1% | i | 1% | 2% | -3% | -5% | -2 | 2%
COc1ccc(NC(=O)Cn2c(=O)n(-c3cc(C)cc(C)c3)c(=O)c3oc4ccccc4c32)cc1OC
→ 0.4% | -25% | . | -13% | . | 13% | -9% | . | .
CCOc1ccc(C(C)NC(=O)CN2C(=O)NC3(CCCCC3)C2=O)cc1OCC (stereo not given)
→ 2.7% | -6% | i | -3% | 1% | 2% | 0% | -21 | 1%
COc1ccc2nc(NC(=O)c3cc(C)oc3C)sc2c1
→ 4.7% | ? | i | -51% | 9% | 4% | 6% | -10 | 20%
COC(=O)c1ccc(C2C(Oc3ccccc3C)C(=O)N2CCc2ccc(OC)c(OC)c2)cc1 (stereo not given)
→ 3.9% | 9% | i | -18% | 21% | 3% | 2% | -21 | -7%
O=S(=O)(c1ccccc1)N1CCN(S(=O)(=O)N2CCCCCC2)CC1
→ -0.5% | 1% | ? | -39% | -7% | -22% | 3% | 14 | -2%
Cn1c(=O)c2c(nc(OCCc3ccccc3)n2C)n(C)c1=O
→ 0.4% | -24% | i | 4% | -10% | -1% | 1% | 12 | -2%
